DAX1 inh-1 = DAX1 (NR0B1) inhibitors, primary screen, cell-based, HEK293, Gal4-DAX1, luciferase luminescence; Nuclear receptor subfamily 0 group B member 1 (Homo sapiens), P51843; HEK293 Gal4-DAX1 luciferase reporter; inhibition, % at 6.75 µM; 0.99% of 340,000 active; AID 504766, 2011;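 active = inhibition above the mean over all tested compounds plus 3 SD, cut at about 4.2% in these data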;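 note: 0% = DAX1-transfected cells with DMSO and 100% = empty-vector control cells with DMSO; inhibition shows as a rise in luminescence from relieved DAX1 repression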
Target sequence (P51843 207-470 limits assumed): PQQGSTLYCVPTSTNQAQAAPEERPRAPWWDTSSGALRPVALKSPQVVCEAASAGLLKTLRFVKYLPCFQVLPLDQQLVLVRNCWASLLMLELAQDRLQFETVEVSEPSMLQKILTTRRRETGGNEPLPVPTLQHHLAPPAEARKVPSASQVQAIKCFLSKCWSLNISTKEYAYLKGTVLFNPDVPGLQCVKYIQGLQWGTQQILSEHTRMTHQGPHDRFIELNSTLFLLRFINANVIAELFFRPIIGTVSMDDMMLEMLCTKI
HGIII-sPLA2 inh = human group III sPLA2 inhibitors, primary screen, biochemical, QFRET, BODIPY PC-A2 liposome substrate; QFRET BODIPY PC-A2 liposome hydrolysis, fluorescence; Group 3 secretory phospholipase A2 (Homo sapiens), Q9NZ20; 0.56% of 370,000 active; inhibition, % at 12.2 µM;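 active = inhibition above mean plus 3 SD of compounds lying within the high and low control bounds, cut at about 19% in these data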;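 note: 0% = median of test compound wells and 100% = no enzyme DMSO wells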
hcDAF-12 act = H. contortus DAF-12 nuclear receptor activators, primary screen, cell-based, luminescence, HEK293, lit1-tk-luc reporter; HEK293 hcDAF-12 lit1-tk-luc reporter; 0% DMSO, 100% Δ7-dafachronic acid; activation, % at 6.8 µM; 1.4% of 370,000 active;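 active = activation above the mean of all tested compounds plus 3 SD, cut at about 5.5% in these data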;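 note: 100% = response to 3 µM Δ7-dafachronic acid high control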
SMARCA2 activ = SMARCA2 (BRM) function activators, primary screen, cell-based, luminescence, high throughput; 1% of 370,000 active; MG213 cells, MMTV-luciferase reporter, dexamethasone, overnight; activation, % at 9.1 µM; in the data active = activation above about 7.8%;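 note: 0% = vehicle wells and 100% = reference activator wells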
DAX1 inh-2 = DAX1 (NR0B1) inhibitors on StAR promoter, primary screen, cell-based, luminescence, SF-1 (NR5A1), full-length DAX-1 | inhibition, % at 6.8 µM | HEK293T StAR-luciferase reporter, SF-1/DAX-1 repression relief | AID 652010, 2013 | 1.1% of 370,000 active;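 active = inhibition above the mean over all tested compounds plus 3 SD, cut at about 3.6% in these data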;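 note: 0% = DAX-1 cells with DMSO and 100% = cells lacking DAX-1 with DMSO; higher inhibition means more luminescence from relief of DAX-1 repression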
hgDAF12 agonist = H. glycines DAF-12 receptor agonists, primary screen, cell-based, luminescence, HEK293, GAL4 fusion, UAS-luciferase; Nuclear hormone receptor DAF-12 (Heterodera glycines), GAL4 fusion; HEK293 GAL4-hgDAF12 UAS-luciferase reporter, agonist luminescence; normalized to butyrate control; activation, % at 6.8 µM; 1.8% of 370,000 active; AID 687014, 2013;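 active = activation above a cutoff set at the mean of all screened compounds plus 3 SD, cut at about 10% in these data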;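 note: 0% = DMSO wells and 100% = sodium butyrate wells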
ssDAF-12 act = S. stercoralis DAF-12 nuclear receptor activators, primary screen, cell-based, luminescence, HEK293, GRIP1 co-expression, lit1-tk-luc. Nuclear hormone receptor DAF-12 (Strongyloides stercoralis). HEK293 ssDAF-12/GRIP1 lit1-tk-luc reporter; % of 3 µM dafachronic acid response. activation, % at 6.8 µM. 1% of 370,000 active. AID 652126, 2013;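 active = activation above the mean over all tested compounds plus 3 SD, cut at about 0.9% in these data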;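 note: 0% = DMSO-only wells and 100% = 3 µM delta7-dafachronic acid wells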
PLC-beta3 inh = human PLC-beta3 inhibitors, primary screen, biochemical, fluorescence; Purified PLC-beta3, fluorogenic substrate; 0.18% of 370,000 active; 1-phosphatidylinositol 4,5-bisphosphate phosphodiesterase beta-3 (Homo sapiens), Q01970; inhibition, % at 12.2 µM; AID 720704, 2013; in the data active = inhibition above about 11%;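 note: 0% = median of compound wells on plate and 100% = full blocker control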
Rev-erbA mod = modulators of Rev-erb alpha DNA binding, primary screen, biochemical, FITC-DNA, fluorescence polarization, uHTS | Rev-erbα–FITC-DNA binding, 90 min | activity, % at 10 µM | 0.79% of 370,000 active;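 active = activity above about 14%, limit read from the data; passing the limit was not always enough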;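 note: 0% = DMSO wells with 35 nM protein and 100% = DMSO wells with 750 nM protein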
Target sequence (P20393 whole entry, looked up): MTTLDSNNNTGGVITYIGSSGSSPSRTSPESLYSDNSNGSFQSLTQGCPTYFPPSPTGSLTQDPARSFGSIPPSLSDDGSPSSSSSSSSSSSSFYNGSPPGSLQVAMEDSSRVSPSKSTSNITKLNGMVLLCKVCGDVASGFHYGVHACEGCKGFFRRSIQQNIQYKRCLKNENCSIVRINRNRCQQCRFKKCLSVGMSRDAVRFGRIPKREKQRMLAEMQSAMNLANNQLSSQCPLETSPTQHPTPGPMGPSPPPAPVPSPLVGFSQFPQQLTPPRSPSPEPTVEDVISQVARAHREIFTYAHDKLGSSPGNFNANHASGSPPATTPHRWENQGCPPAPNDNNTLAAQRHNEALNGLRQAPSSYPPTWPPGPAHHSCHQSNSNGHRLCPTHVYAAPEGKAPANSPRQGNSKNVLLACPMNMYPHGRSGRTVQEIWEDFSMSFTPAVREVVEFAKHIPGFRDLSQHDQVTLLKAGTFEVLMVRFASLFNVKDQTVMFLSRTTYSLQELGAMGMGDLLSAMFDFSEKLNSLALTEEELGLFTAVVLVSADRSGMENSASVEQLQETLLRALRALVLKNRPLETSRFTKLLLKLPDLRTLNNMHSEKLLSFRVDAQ
PG9 binder = binders of HIV-1 gp120 antibody PG9, primary screen, biochemical, TR-FRET | HIV-1 gp120 / PG9 antibody interaction | TR-FRET gp120-PG9 antibody binding | inhibition, % at 6.7 µM | 0.43% of 360,000 active; in the data active = inhibition above about 8.5%
GAA850 FXN act = FXN promoter activators, primary screen, cell-based, luciferase luminescence, HEK293 lucGAA850 | activation, % at 6 µM | AID 540364, 2011 | HEK293 lucGAA850 FXN promoter luciferase reporter, 24 h; percent of 10 µM SAHA response | 0.56% of 360,000 active;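 active = activation above the average of all compounds screened plus 3 SD, cutoff fixed separately per campaign, cut at about 7.5% in these data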;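 note: 0% = DMSO wells and 100% = 10 µM SAHA wells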
* marks the source's active call; other numbers are inactive results; . = not tested or not shown.

SMILES	DAX1 inh-1	HGIII-sPLA2 inh	hcDAF-12 act	SMARCA2 activ	DAX1 inh-2	hgDAF12 agonist	ssDAF-12 act	PLC-beta3 inh	Rev-erbA mod	PG9 binder	GAA850 FXN act
CC1(c2nc3ccccc3[nH]2)CCC(=O)N1Cc1ccc(F)cc1 (stereo not given)	.	9	-0.8	-2	-0.5	2.5	-0.8	0	-1	1.0	.
CCOc1ccc(NCc2nnc(SCc3ccccc3Cl)n2-c2ccccc2)cc1	-0.1	-4	-1.0	-5	-0.1	-0.5	-1.6	-1	11	-3.1	1.9
CCCCn1c(N)c(N(CC(C)C)C(=O)c2oc3ccc(OC)cc3c2C)c(=O)[nH]c1=O	0.5	3	-1.6	1	0.4	-2.2	-0.6	-17	-1	0.7	-1.2
CCOC(=O)Cn1ncn(-c2ccc(OC(F)(F)F)cc2)c1=O	0.3	6	-0.3	-3	-1.4	-2.1	-1.4	-2	0	0.1	2.8
CCCNC(=O)N1[C@@H](CO)[C@H](c2ccc(C3=CCCC3)cc2)[C@@H]1CN(CC)S(=O)(=O)c1ccccc1[N+](=O)[O-]	.	-18	-3.4	-5	-0.4	-1.9	-1.7	-8	2	.	.
C/C(=N\NC(=O)c1c(C)nc2ccccn12)c1ccccc1F	0.1	1	0.5	4	0.0	1.9	-1.3	-2	-5	-1.2	-1.2
COCCNC(=O)c1ccc2c(=O)n(Cc3ccco3)c(SCC(=O)NC3CCCCC3)nc2c1	-0.3	3	-0.1	1	0.7	2.1	-0.6	0	4	1.4	-2.3
Cc1ccc(C(=O)/C=C/c2ccc(-c3ccccc3[N+](=O)[O-])o2)cc1	-2.0	7	2.0	0	0.7	1.3	0.3	-29	3	-0.7	-2.2
Cc1nc2c(c(=O)n1CCC1=CCCCC1)c1nc3ccccc3nc1n2/N=C/c1ccco1	-1.2	3	-0.7	0	-0.5	-1.5	-1.4	-42	-32	0.1	-2.5
C=CCn1c(SC(C)C(=O)NC2(C#N)CCCCC2)nnc1-c1ccc(OC)cc1 (stereo not given)	0.9	3	-0.9	0	-1.1	-1.9	-1.1	-1	-4	2.7	-1.2
CCCN(CC(=O)Nc1ccccc1C)C(=O)CC(NC(=O)c1ccccc1)c1ccccc1 (stereo not given)	0.4	1	-0.3	-2	0.8	0.5	-1.1	-8	-1	0.3	-5.0
CCc1nc(N)c(C#N)c(-c2ccc(O)c(OC)c2)c1C	-1.4	-16	-1.5	-3	-1.2	-0.5	-0.7	-15	-4	2.2	0.6
Cc1ccc(S(=O)(=O)N(C)c2ccc(C(=O)Nc3cccnc3)cc2)cc1	-0.3	-9	-2.0	-1	0.6	-1.4	-1.6	-6	3	0.4	-1.6
Cc1ccc(S(=O)(=O)N(C)Cc2ccc(C(=O)N/N=C3\CC(=O)CC(C)(C)C3)cc2)cc1	1.6	9	-0.5	10*	-0.4	-0.2	-1.3	-8	-1	-3.2	1.2
CCOC(=O)CSc1nnc2c3ccccc3n(CC)c2n1	0.8	0	-1.7	1	0.4	0.6	-1.3	-9	-3	-1.5	1.3
COc1ccc(CCNC2CC(C)N(C)CC2C)cc1OC (stereo not given)	0.1	5	-0.1	-2	0.9	3.0	-1.5	-1	2	-1.9	-1.6
NS(=O)(=O)c1ccc(NC(=O)CN2CCN(S(=O)(=O)/C=C/c3ccccc3)CC2)cc1	1.4	-4	-1.0	-2	0.7	6.4	-1.1	-12	-6	0.4	2.3
O=C(Nc1ccc(Cl)cc1C(=O)c1ccccn1)c1ccccc1	-1.2	3	0.3	2	-0.3	0.6	-1.3	-3	2	0.0	2.1
CCN(C(=O)COC(=O)CCC(=O)c1ccc(Cl)cc1)c1c(N)n(Cc2ccccc2)c(=O)[nH]c1=O	0.0	-3	-0.6	-4	-0.1	-2.4	-0.9	-2	-7	1.9	-0.5
O=C(O)CCN1C(=O)c2ccc(NC(=O)CSc3ccc(Cl)cc3)cc2C1=O	0.0	-4	-0.8	-2	-0.4	6.3	-1.0	-10	-3	-0.8	0.5
CCN(CC(=O)Nc1ccc(NC(C)=O)cc1)C(=O)c1oc2c(ccc3ccccc32)c1C	0.5	-3	-0.7	-3	-1.4	-1.0	-0.8	-7	-1	-0.7	1.6
Cc1[nH]c(=O)[nH]c1C(=O)CCCCC(=O)O	0.3	17	-0.7	-2	-0.6	-2.1	-0.9	-1	2	-1.6	-2.2
CCCc1nnc2n1N=C(c1ccc(C)cc1)CS2	-0.2	6	-1.0	-1	-2.4	-1.6	-2.1	-7	-8	0.6	2.9
CN(C)CCCNc1nc(-c2ccccc2)c2c(c1C#N)CC(C)(C)OC2	2.1	-15	-1.1	1	0.6	-0.2	-1.3	-144	-4	-0.6	1.2
CCn1c(CSc2nc3ccccc3s2)nnc1SCC(=O)OC(C)(C)C	-0.5	-3	-0.1	-4	-1.7	-3.2	-1.5	-6	-4	-3.6	2.9
Cc1ccc(NC(=S)NC(C)(C)C)c([N+](=O)[O-])c1	2.4	9	0.3	0	-0.3	5.3	-0.1	-5	-8	0.7	2.3
COc1cc(N)c(Cl)cc1C(=O)OCC(=O)NCc1cccs1	1.2	10	-1.5	-4	-1.0	1.3	-1.3	-9	5	0.8	2.2
Cn1nc(C(C)(C)C)cc1N1C(=O)CCC1(C)C(=O)NC1CCCC1 (stereo not given)	.	6	-0.1	1	-1.2	2.5	-0.9	2	-6	0.4	.
Cn1c(COc2ccccc2)nnc1SCC(=O)Nc1ccc2c(c1)OCO2	-1.1	0	-2.2	1	0.2	-0.4	-0.3	1	-2	-0.8	-0.6
CSC[C@H]1CN(CCc2ccccc2)C(=O)[C@@H]1CC(=O)Nc1ccccc1	0.3	1	-1.2	5	-0.1	0.9	-1.3	3	-4	-1.8	-1.5
CC(=O)Nc1ccc(NC(=O)C(C)OC(=O)c2ccc3ccccc3n2)cc1 (stereo not given)	0.3	-3	-0.5	-4	0.0	1.5	-0.3	0	-3	0.1	3.1
CC(C)CN(C(=O)COC(=O)c1ccc([N+](=O)[O-])s1)c1c(N)n(Cc2ccccc2)c(=O)[nH]c1=O	2.6	14	-1.5	-3	-2.6	-2.5	-1.1	-8	6	-4.2	-0.3
COc1ccc(/C=C2\SC(=O)N(CCNC(=O)Cc3coc4cc(C)ccc34)C2=O)cc1OC	-2.2	-12	0.1	-1	-0.7	-3.2	-2.4	-20	12	-1.6	1.2
Cc1ccc(S(=O)(=O)N2CCN(C(=O)CN3C(=O)NC(C)(c4ccc(Cl)cc4)C3=O)CC2)c(C)c1 (stereo not given)	-0.3	-23	-2.4	-2	-2.3	-2.9	-1.1	-3	2	0.5	-1.9
COc1cccc(NC(=O)C2CCN(S(C)(=O)=O)CC2)c1	0.3	2	-1.8	-1	0.7	2.8	-0.7	7	-5	-1.0	-0.7
CC(C)N1CCc2c(sc(NC(=S)NC(=O)c3ccccc3)c2C#N)C1	2.5	-6	8.3*	3	0.6	4.5	-1.5	-125	10	-4.8	5.9
CCOc1ccc2oc(=O)cc(CN3CCN(Cc4ccccc4)CC3)c2c1	-0.6	-6	-1.7	-1	0.0	-0.5	-2.0	-84	-4	0.5	1.2
CCCOc1ccc(S(=O)(=O)N2CCN(C)CC2)c2ccccc12	-0.4	-17	-1.3	-2	-0.4	1.6	-1.2	-8	6	-1.8	-1.5
CCNC(=S)NC1CC2CCCC(C1)N2CCc1ccccc1 (stereo not given)	-2.0	11	0.2	-2	-0.1	-2.4	-1.2	-7	-2	-0.9	0.5
Nc1ncc(N=Nc2cc(C(=O)O)ccc2Cl)s1	1.3	3	-1.5	-3	0.3	0.5	-1.3	-14	-2	-3.8	-1.0
COc1ccccc1OCc1ccc(C(=O)NC2CCCCC2)o1	0.8	-1	-1.4	-3	-0.2	3.2	-1.0	-7	0	-1.1	-0.7

Some of the entries above, set out differently.
| Molecule | DAX1 inh-1 | HGIII-sPLA2 inh | hcDAF-12 act | SMARCA2 activ | DAX1 inh-2 | hgDAF12 agonist | ssDAF-12 act | PLC-beta3 inh | Rev-erbA mod | PG9 binder | GAA850 FXN act |
| --- | --- | --- | --- | --- | --- | --- | --- | --- | --- | --- | --- |
| Cc1ccc(S(=O)(=O)N2CCN(C(=O)CN3C(=O)NC(C)(c4ccc(Cl)cc4)C3=O)CC2)c(C)c1 (stereo not given) | -0.3 | -23 | -2.4 | -2 | -2.3 | -2.9 | -1.1 | -3 | 2 | 0.5 | -1.9 |
| COc1cccc(NC(=O)C2CCN(S(C)(=O)=O)CC2)c1 | 0.3 | 2 | -1.8 | -1 | 0.7 | 2.8 | -0.7 | 7 | -5 | -1.0 | -0.7 |
| CC(C)N1CCc2c(sc(NC(=S)NC(=O)c3ccccc3)c2C#N)C1 | 2.5 | -6 | 8.3* | 3 | 0.6 | 4.5 | -1.5 | -125 | 10 | -4.8 | 5.9 |
| CCOc1ccc2oc(=O)cc(CN3CCN(Cc4ccccc4)CC3)c2c1 | -0.6 | -6 | -1.7 | -1 | 0.0 | -0.5 | -2.0 | -84 | -4 | 0.5 | 1.2 |
| CCCOc1ccc(S(=O)(=O)N2CCN(C)CC2)c2ccccc12 | -0.4 | -17 | -1.3 | -2 | -0.4 | 1.6 | -1.2 | -8 | 6 | -1.8 | -1.5 |
| CCNC(=S)NC1CC2CCCC(C1)N2CCc1ccccc1 (stereo not given) | -2.0 | 11 | 0.2 | -2 | -0.1 | -2.4 | -1.2 | -7 | -2 | -0.9 | 0.5 |
| Nc1ncc(N=Nc2cc(C(=O)O)ccc2Cl)s1 | 1.3 | 3 | -1.5 | -3 | 0.3 | 0.5 | -1.3 | -14 | -2 | -3.8 | -1.0 |
| COc1ccccc1OCc1ccc(C(=O)NC2CCCCC2)o1 | 0.8 | -1 | -1.4 | -3 | -0.2 | 3.2 | -1.0 | -7 | 0 | -1.1 | -0.7 |
